Assay outcomes from PubChem BioAssay.
P. falciparum M17LAP: P. falciparum M17LAP inhibitors, primary screen, biochemical, fluorogenic H-Leu-NHMec substrate, 1536-well (AID 1619) | Leucine aminopeptidase (Plasmodium falciparum (isolate 3D7)) | recombinant M17LAP, H-Leu-NHMec fluorogenic kinetic assay; higher % means a stronger effect | one-dose inhibition, % at 30 µM; IC50 in µM for titrated hits | 220,000 tested, 0.38% active;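 active = compound inhibiting the enzyme by more than half at any dose during confirmatory dose-response retesting; inconclusive = strong single-dose inhibitors picked by rank but not retested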;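 note: plate controls were full reaction with DMSO carrier for no effect and no enzyme background for full effect; strong numbers were not always called active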
human PMI inhibitors: human PMI inhibitors, high substrate, primary screen, biochemical, fluorescence intensity, high mannose 6-phosphate (AID 1220). recombinant PMI enzyme, coupled fluorescence intensity; higher % means a stronger effect. inhibition, % at 20 µM, or IC50 in µM where a hit was titrated. 190,000 tested, 0.66% active. Mannose-6-phosphate isomerase (Homo sapiens)
P. falciparum M1AAP: P. falciparum M1AAP inhibitors, biochemical, fluorogenic H-Leu-NHMec substrate, 1536-well (AID 1445); inhibition, % at 30 µM, or IC50 in µM where a hit was titrated; Aminopeptidase N (Plasmodium falciparum (isolate 3D7)); 220,000 tested, 0.42% active; recombinant M1AAP, H-Leu-NHMec fluorogenic kinetic assay; higher % means a stronger effect;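 active = primary inhibition above the hit cutoff, then over 50% inhibition at one or more dose response concentrations, cut at about 23% in these data, passing the limit was not always enough; inconclusive = conflicting primary data, or primary hits not chosen for dose response; inactive = low primary inhibition, or under 50% at every dose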;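 note: plate controls were DMSO full reaction for no effect and no enzyme background for full effect; strong numbers were not always called active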
human PMI inhibition: inhibitors of human PMI, primary screen, biochemical, fluorescence intensity, coupled assay (AID 1209); 190,000 tested, 0.42% active; purified PMI enzyme, coupled fluorescence intensity; higher % means a stronger effect; one-dose inhibition, % at 20 µM; IC50 in µM for titrated hits; Mannose-6-phosphate isomerase (Homo sapiens);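 note: plate controls were DMSO vehicle for no effect and wells lacking substrate for full effect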
RSV antiviral HEp-2: RSV antiviral activity via CPE protection, HEp-2 cells, primary 10 µM value included (AID 2391). HEp-2 cells, RSV-induced CPE inhibition; higher % means a stronger effect. one-dose CPE inhibition, % at 10 µM; IC50 in µM for titrated hits. 310,000 tested, 0.13% active; in the data active = a potency from the dose series; inconclusive = CPE inhibition mostly from about 23% at the one dose, without a potency; inactive = the rest, 99 in 100 with CPE inhibition below about 21%; note: strong numbers were not always called active
K1F lysis inhibition: inhibition of K1F phage lysis, E. coli UTI89, bacterial capsule biogenesis inhibitors, alamar blue (AID 488966); E. coli UTI89 K1F phage lysis, alamar blue, 2 h; higher % means a stronger effect; inhibition, % at 100 µM, or IC50 in µM where a hit was titrated; 340,000 tested, 0.02% active;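 active = phage lysis inhibition, versus mean bacterial control, above a set limit; inconclusive = no clear call, values can overlap the other calls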;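 note: capsule biogenesis inhibitors block K1F phage lysis so surviving cells raise fluorescence; higher fluorescence means more inhibition of phage lysis; actives were called in the ten point dose series up to 300 µM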
West Nile virus CPE: West Nile virus antiviral activity, cell-based, CPE readout (AID 1621). West Nile virus-infected cells, CPE inhibition; higher % means a stronger effect. one-dose CPE inhibition, % at 10 µM; IC50 in µM for titrated hits. 290,000 tested, 0.02% active; in the data active = a potency from the dose series; inconclusive = CPE inhibition mostly from about 3.7% at the one dose, without a potency; inactive = the rest, 99 in 100 with CPE inhibition below about 2.2%; note: strong numbers were not always called active
TNAP activation fold: human TNAP enzyme activators, primary screen, biochemical, luminescent, no phosphate acceptor, uHTS (AID 1001) | Alkaline phosphatase, tissue-nonspecific isozyme (Homo sapiens) | purified TNAP, luminescent activation assay, no phosphate acceptor; higher activation fold means a stronger effect | activation fold at 20 µM, or EC50 in µM where a hit was titrated | 200,000 tested, 0.03% active; in the data active = activation fold from about 3, or a potency from the dose series; inactive = the rest, 99 in 100 with activation fold below about 1.6; note: many of its hits are not listed in these tables
T cell HTS: modulators of CD8 T cell-vesicle binding, primary screen, mouse 2C CD8+ T cells, flow cytometry; 2C CD8+ T cell-vesicle binding; stronger effect = lower value; 330,000 tested, 0.068% active; calls only at 7 µM; AID 2052, 2009;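 active = response, share of CD8 T cells binding vesicles, and their 90th percentile fluorescence all below set limits, cut at about 80% in these data, passing the limit was not always enough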
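Test system: purified 2C TCR transgenic mouse naive CD8+ T cells. Probe or stimulus: QL9-peptide-loaded Drosophila micro-vesicles bearing Ld, ICAM-1 and B7-1. Incubation: binding step 1.5 h, 37 °C, antibody labelling 20 min, ice. Measured by: flow cytometry of vesicle-bound cells.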
T cell HTS vesicle-bound %: second read-out of T cell HTS, no call of its own (marks repeat the call); double positive events, %; measured here: CD8+ vesicle-bound cell fraction;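 binding gate set so that unloaded-vesicle control wells show 10% double positive cells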
The depositor's hits bear a star; [ ] = dose if it differs, or a comment. Cut-off read from the data, not from the text of the source, unless noted: active = inhibition above about 50%; inactive = the rest. No enrichment for hits, and some 1.5% of all compounds hit somewhere here.

Results for Nc1nc(SCC(=O)N2CCc3ccccc3C2)[nH]c(=O)c1-c1ccccc1 ?
P. falciparum M17LAP: -2.3%; human PMI inhibitors: -26.4%; P. falciparum M1AAP: 2.6%; human PMI inhibition: -3.3%; RSV antiviral HEp-2: -0.1%; K1F lysis inhibition: 2.5%; West Nile virus CPE: 0.8%; TNAP activation fold: 0.9; T cell HTS: inactive; T cell HTS vesicle-bound %: 14.4

How did CS(=O)(=O)N(CC(=O)Nc1ccccc1C(=O)N1CCOCC1)c1ccccc1 do in these assays?
P. falciparum M17LAP: 26.0%; human PMI inhibitors: -2.7%; P. falciparum M1AAP: -1.2%; human PMI inhibition: -3.0%; RSV antiviral HEp-2: 0.4%; K1F lysis inhibition: 0.4%; West Nile virus CPE: 0.9%; TNAP activation fold: 1.1; T cell HTS: inactive; T cell HTS vesicle-bound %: 49.9

Results for CCC1(C)OC(=O)N2CCc3c(C)[nH]c4c(C)ccc(c34)C21C (stereo not drawn) ?
P. falciparum M17LAP: -8.9%; human PMI inhibitors: 12.5%; P. falciparum M1AAP: 3.5%; human PMI inhibition: 14.6%; RSV antiviral HEp-2: 5.5%; K1F lysis inhibition: -0.6%; West Nile virus CPE: -0.2%; TNAP activation fold: 1.1; T cell HTS: inactive; T cell HTS vesicle-bound %: 43.6

How did COc1ccc(NS(=O)(=O)c2cccc(-c3nnc(-c4ccccc4)o3)c2)cc1 do in these assays?
P. falciparum M17LAP: 0.5%; human PMI inhibitors: 14.8%; P. falciparum M1AAP: -0.1%; human PMI inhibition: 17.4%; RSV antiviral HEp-2: inconclusive; K1F lysis inhibition: 0.1%; West Nile virus CPE: 0.0%; TNAP activation fold: 1.1; T cell HTS: inactive; T cell HTS vesicle-bound %: 53.5

Results for NC(=O)c1sc(=S)n(-c2ccc(Br)cc2)c1N ?
P. falciparum M17LAP: 19.8%; human PMI inhibitors: 8.0%; P. falciparum M1AAP: 8.7%; human PMI inhibition: 6.0%; RSV antiviral HEp-2: 0.6%; K1F lysis inhibition: -0.5%; West Nile virus CPE: -0.5%; TNAP activation fold: 1.1; T cell HTS: inactive; T cell HTS vesicle-bound %: 38.4

How did C/C(N)=C(/C#N)C(=O)COC(=O)c1cc2c(s1)CCC(C)C2 (stereo not drawn) do in these assays?
P. falciparum M17LAP: 13.9%; human PMI inhibitors: 2.6%; P. falciparum M1AAP: -7.2%; human PMI inhibition: 1.6%; RSV antiviral HEp-2: 5.5%; K1F lysis inhibition: 0.2%; West Nile virus CPE: -0.7%; TNAP activation fold: 1; T cell HTS: inactive; T cell HTS vesicle-bound %: 10.8

How did O=C(COC(=O)CNC(=O)c1ccccc1)Nc1cccc(Br)c1 do in these assays?
P. falciparum M17LAP: -6.3%; human PMI inhibitors: -3.3%; P. falciparum M1AAP: 6.1%; human PMI inhibition: -4.0%; RSV antiviral HEp-2: 1.0%; K1F lysis inhibition: 2.0%[50 µM]; West Nile virus CPE: -0.3%; TNAP activation fold: 1.1; T cell HTS: inactive; T cell HTS vesicle-bound %: 60.6

Results for CCC1(CC)NC(=O)N(CC(=O)OCC(=O)Nc2ccc(F)c(F)c2F)C1=O ?
P. falciparum M17LAP: -4.0%; human PMI inhibitors: -2.2%; P. falciparum M1AAP: 2.5%; human PMI inhibition: -5.5%; RSV antiviral HEp-2: 0.0%; K1F lysis inhibition: 2.8%; West Nile virus CPE: -0.6%; TNAP activation fold: 1.2; T cell HTS: inactive; T cell HTS vesicle-bound %: 30.1

What do the screens show for `Nc1nc(CC(=O)CSc2ccc(Cl)cc2)nc(Nc2ccc(F)cc2)n1`?
P. falciparum M17LAP: 5.3%; human PMI inhibitors: 6.4%; P. falciparum M1AAP: 6.1%; human PMI inhibition: 2.3%; RSV antiviral HEp-2: 2.7%; West Nile virus CPE: -0.4%; TNAP activation fold: 0.9; T cell HTS: inactive; T cell HTS vesicle-bound %: 50.9

Results for CCCCCCC1CC(CSC(=N)N)OC1=O (stereo not drawn) ?
P. falciparum M17LAP: 3.9%; human PMI inhibitors: 2.5%; P. falciparum M1AAP: 4.5%; human PMI inhibition: -1.7%; RSV antiviral HEp-2: 0.0%; K1F lysis inhibition: 0.7%; West Nile virus CPE: -0.1%; TNAP activation fold: 0.8; T cell HTS: inactive; T cell HTS vesicle-bound %: 39.0

How did CC(=O)N1CCN(C(=O)COc2ccc(N(C)S(=O)(=O)c3cccs3)cc2)CC1 do in these assays?
P. falciparum M17LAP: -6.4%; human PMI inhibitors: -2.9%; P. falciparum M1AAP: 1.2%; human PMI inhibition: -8.1%; RSV antiviral HEp-2: 2.0%; K1F lysis inhibition: -0.4%; West Nile virus CPE: 0.5%; TNAP activation fold: 1.1; T cell HTS: inactive; T cell HTS vesicle-bound %: 30.8

Results for Fc1ccc(CNc2nc3ccccc3n3cnnc23)cc1 ?
P. falciparum M17LAP: -2.4%; human PMI inhibitors: 8.2%; P. falciparum M1AAP: 2.6%; human PMI inhibition: 4.5%; RSV antiviral HEp-2: -0.7%; K1F lysis inhibition: 0.1%; West Nile virus CPE: -0.1%; TNAP activation fold: 1.2; T cell HTS: inactive; T cell HTS vesicle-bound %: 41.6

Results for COC(=O)/C=c1/s/c(=C(/C#N)C(=O)N2CCOCC2)n(-c2ccccc2)c1=O ?
P. falciparum M17LAP: -8.8%; human PMI inhibitors: -11.3%; P. falciparum M1AAP: 11.8%; human PMI inhibition: -1.6%; RSV antiviral HEp-2: 2.5%; K1F lysis inhibition: 1.9%; West Nile virus CPE: 0.2%; TNAP activation fold: 1.1; T cell HTS: inactive; T cell HTS vesicle-bound %: 38.7

How did CC1CCc2c(C(=O)OCC(=O)Nc3cccc(S(=O)(=O)N4CCCCCC4)c3)csc2C1 (stereo not drawn) do in these assays?
P. falciparum M17LAP: 11.7%; human PMI inhibitors: 17.1%; P. falciparum M1AAP: 4.1%; human PMI inhibition: 13.7%; RSV antiviral HEp-2: inconclusive; K1F lysis inhibition: 4.3%; West Nile virus CPE: -0.7%; TNAP activation fold: 1.1; T cell HTS: inactive; T cell HTS vesicle-bound %: 53.1

Results for COc1ccc(C2C(C#N)=C(N)N(c3sc4c(c3C#N)CCCC4)C3=C2C(=O)CC(C)(C)C3)cc1OC (stereo not drawn) ?
P. falciparum M17LAP: 2.3%; human PMI inhibitors: 2.0%; P. falciparum M1AAP: 11.9%; human PMI inhibition: 4.7%; RSV antiviral HEp-2: 17.2%; K1F lysis inhibition: 0.3%; West Nile virus CPE: -0.9%; TNAP activation fold: 1; T cell HTS: inactive; T cell HTS vesicle-bound %: 49.5

Results for Nc1c2c(nc3sc4c(c13)CCCCC4)CCCCC2 ?
P. falciparum M17LAP: 17.9%; human PMI inhibitors: -2.5%; P. falciparum M1AAP: 1.5%; human PMI inhibition: -1.1%; RSV antiviral HEp-2: 2.0%; K1F lysis inhibition: 0.3%; West Nile virus CPE: -1.4%; TNAP activation fold: 1.1; T cell HTS: inactive; T cell HTS vesicle-bound %: 59.8

How did COc1ccc(/C=N/NC(=O)c2c([N+](=O)[O-])c(C)nn2C)cc1 do in these assays?
P. falciparum M17LAP: 30.6%; human PMI inhibitors: 0.1%; P. falciparum M1AAP: 6.8%; human PMI inhibition: 10.2%; RSV antiviral HEp-2: 0.3%; K1F lysis inhibition: 1.2%[50 µM]; West Nile virus CPE: 1.8%; TNAP activation fold: 1.1; T cell HTS: inactive; T cell HTS vesicle-bound %: 11.7

What do the screens show for `Cc1cc(NC(=O)c2cc(C(C)(C)C)oc2C)no1`?
P. falciparum M17LAP: 1.5%; P. falciparum M1AAP: 1.8%; K1F lysis inhibition: 0.8%; West Nile virus CPE: -0.7%; T cell HTS: inactive; T cell HTS vesicle-bound %: 50.7

What do the screens show for `O=C(NCc1cccc(Cl)c1)C1CCN(S(=O)(=O)c2ccc(F)cc2)CC1`?
RSV antiviral HEp-2: 0.0%; K1F lysis inhibition: 0.0%; West Nile virus CPE: 0.0%; T cell HTS: inactive; T cell HTS vesicle-bound %: 20.9

Results for CCN(CC)S(=O)(=O)c1ccc(NC(=O)c2ccc(NS(C)(=O)=O)cc2)cc1 ?
P. falciparum M17LAP: -3.5%; human PMI inhibitors: 9.6%; P. falciparum M1AAP: 4.5%; human PMI inhibition: 13.5%; RSV antiviral HEp-2: 9.9%; K1F lysis inhibition: 0.2%[50 µM]; West Nile virus CPE: 0.1%; TNAP activation fold: 1.1; T cell HTS: inactive; T cell HTS vesicle-bound %: 42.9

Results for COc1cc(NC(=O)CN(c2ccc(C)cc2)S(=O)(=O)c2c(C)noc2C)cc(OC)c1 ?
RSV antiviral HEp-2: 9.7%; K1F lysis inhibition: 0.0%; West Nile virus CPE: 0.8%; T cell HTS: inactive; T cell HTS vesicle-bound %: 12.9

What do the screens show for `Cc1ccc2[nH]c(CN3CCN(C)C(CCO)C3)c(C)c2c1` (stereo not drawn)?
RSV antiviral HEp-2: -0.8%; K1F lysis inhibition: -1.9%; West Nile virus CPE: -0.5%; T cell HTS: inactive; T cell HTS vesicle-bound %: 57.7

Results for COc1ccc(C(=O)NC2CC3CCCC(C2)N3Cc2ccccc2)c(OC)c1 (stereo not drawn) ?
RSV antiviral HEp-2: 0.1%; K1F lysis inhibition: -0.5%; West Nile virus CPE: -1.1%; T cell HTS: inactive; T cell HTS vesicle-bound %: 48.5

Results for O=C(Nc1ccc(O)c2c(=O)cc(-c3ccccc3Cl)oc12)c1cccc(Cl)c1 ?
P. falciparum M17LAP: -13.6%; human PMI inhibitors: -10.7%; P. falciparum M1AAP: 2.6%; human PMI inhibition: -4.3%; RSV antiviral HEp-2: -0.7%; K1F lysis inhibition: 0.9%; West Nile virus CPE: inconclusive; TNAP activation fold: 1

What do the screens show for `CN(C)c1ccc(NC2=C([N+](=O)[O-])CS(=O)(=O)C2)cc1`?
P. falciparum M17LAP: 15.2%; human PMI inhibitors: 3.9%; P. falciparum M1AAP: 19.6%; human PMI inhibition: 11.3%; RSV antiviral HEp-2: 0.6%; K1F lysis inhibition: 0.1%; West Nile virus CPE: 0.8%; TNAP activation fold: 1; T cell HTS: inactive; T cell HTS vesicle-bound %: 29.3

How did Cc1ccc(C)c(Cn2c(=O)n(C)c(=O)c3sccc32)c1 do in these assays?
RSV antiviral HEp-2: 1.4%; K1F lysis inhibition: 1.0%; West Nile virus CPE: -0.7%; T cell HTS: inactive; T cell HTS vesicle-bound %: 56.6
